14-3-3 Bad inh – inhibitors of 14-3-3 zeta/Bad binding, primary screen, biochemical, TR-FRET, bovine 14-3-3 zeta; TR-FRET 14-3-3zeta/Dy647-pBad peptide displacement, 1 h; inhibition, % at 21.7 µM; 0.71% of 220,000 active;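 active means inhibition above about 70%, limit read from the data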;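 further: 0% = full 14-3-3 plus peptide FRET controls and 100% = background without 14-3-3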
Target sequence (P63103 whole entry, looked up): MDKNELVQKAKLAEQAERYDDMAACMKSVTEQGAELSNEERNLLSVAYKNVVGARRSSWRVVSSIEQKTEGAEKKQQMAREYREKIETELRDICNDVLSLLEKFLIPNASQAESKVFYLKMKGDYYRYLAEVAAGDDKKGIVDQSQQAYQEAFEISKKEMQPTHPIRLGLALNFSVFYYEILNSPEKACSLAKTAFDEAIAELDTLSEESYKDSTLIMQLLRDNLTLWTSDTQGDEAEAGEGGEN
NCF1 inh – p47phox/p22phox peptide binding inhibitors, primary screen, biochemical, uHTS, NADPH oxidase regulatory subunit; Neutrophil cytosol factor 1 (Homo sapiens), P14598; fluorescence polarization, 2 h; inhibition, % at 24.7 µM; 0.53% of 220,000 active; AID 1274, 2008;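 active means inhibition above about 30%, limit read from the data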;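 further: 0% = p47phox with labelled peptide and 100% = labelled peptide alone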
zVAD death inh – inhibitors of zVAD-triggered necroptosis, primary screen, L929 cells | L929 zVAD necroptosis rescue, ATP luminescence, 24 h; with zVAD 60 µM | viability rescue, % at 10 µM | 0.38% of 220,000 active | AID 1377, 2008;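 active means activation, scaled between plate controls, above about 75%, limit read from the data; inactive means activation under that limit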;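 further: 0% = zVAD with DMSO and 100% = DMSO alone without zVAD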
EBV gp42 block – Epstein-Barr virus gp42 inhibitors, primary screen, biochemical, uHTS, fluorescence polarization | Glycoprotein 42 (Epstein-Barr virus (strain AG876)), Q1HVG2 | Fluorescence polarization binding assay, mP read-out | inhibition, % (tested at 21.74 µM) | 0.42% of 220,000 active | AID 1085, 2008; in the data active means inhibition above about 50%
Target sequence (Q1HVG2 whole entry, looked up): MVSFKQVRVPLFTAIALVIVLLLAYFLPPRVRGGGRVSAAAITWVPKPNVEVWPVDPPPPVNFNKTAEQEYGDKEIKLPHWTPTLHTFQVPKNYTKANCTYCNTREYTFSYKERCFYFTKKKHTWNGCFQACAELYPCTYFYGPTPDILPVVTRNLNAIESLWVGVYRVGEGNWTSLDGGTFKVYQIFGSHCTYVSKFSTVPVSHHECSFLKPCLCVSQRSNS
Tb hexokinase – Trypanosoma brucei hexokinase 1 inhibitors, primary screen, biochemical, G6PDH-coupled NADH absorbance, MLSCN library | hexokinase 1 [Trypanosoma brucei] | recombinant TbHK1, G6PDH-coupled NADH A340 | inhibition, % at 10 µM | 0.11% of 220,000 active;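 active means inhibition of 50% or more in the single-dose primary screen; inactive means inhibition below 50%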
Runt-SMMHC FRET – inhibitors of RUNX1 Runt–CBFb-SMMHC binding, primary screen, biochemical, FRET, Cerulean-Runt, Venus-CBFb-SMMHC, uHTS; 0.74% of 220,000 active; AID 1434, 2008; inhibition, % at 20 µM; Runt-related transcription factor 1 (Homo sapiens) + Core-binding factor subunit beta …; Cerulean-Runt/Venus-CBFb-SMMHC FRET ratio 530/480, 1 h;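 active means mean inhibition across duplicate retests at 20 µM reaching about 50%, limit read from the data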;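 further: 0% = DMSO wells and 100% = wells with excess untagged CBFb-SMMHC; inhibitors lower the FRET ratio by blocking Runt binding to CBFb-SMMHC; some results filed as inactive read as strong as hits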
Runt-CBFb FRET – inhibitors of RUNX1 Runt–CBFb binding, primary screen, biochemical, FRET, Cerulean-Runt, Venus-CBFb, uHTS. inhibition, % at 20 µM. AID 1496, 2009. Cerulean-Runt/Venus-CBFb FRET ratio 530/480, 1 h. 0.46% of 220,000 active;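 active means inhibition over about 50% at 20 µM in the single-dose screen, limit read from the data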;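 further: 0% = DMSO wells and 100% = excess unlabeled CBFb competitor control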
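Doses: 20 µM compound in 1% DMSO | Material: Cerulean-labeled Runt domain protein | Amount: Each fluorescent fusion protein 100 nM | Schedule: Two 1 h room-temperature incubations shielded from light | Measured by: FRET fluorescence | Evaluation: Loss of energy transfer signal | Controls: Unlabeled CBFb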
Mdm2 ligase inh – MDM2-luciferase reporter signal enhancers, primary screen, MDM2 E3 ligase inhibitor project, cell-based, luminescence, 1536-well. E3 ubiquitin-protein ligase Mdm2 (Homo sapiens), Q00987. cell-based MDM2 ubiquitination luciferase reporter, 2 h; 0 = plate control, 100 = twice control, blank-subtracted. signal enhancement, % at 5 µM. 0.11% of 210,000 active. AID 1230, 2008;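 active means signal enhancement of 30% or more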;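 further: luminescence tracks abundance of the self-degrading MDM2-luciferase fusion protein; higher signal means inhibition of MDM2 E3 ligase activity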
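Material: Stable MDM2–luciferase fusion reporter cells | Amount: 2000 cells seeded into each well | Dosing: One concentration, 5 µM, with 0.2% DMSO | Incubation: 4 h cell settling then 2 h compound exposure, 37 °C | Measured by: Luciferase luminescence | Read-out basis: % enhancement relative to plate controls after blank subtraction | Benchmarks: Control and blank well means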
Hck-Nef inh – inhibitors of Nef-activated human Hck kinase, primary screen, biochemical, Z-Lyte FRET, 384-well, Hck-YEEI; inhibition, % at 20 µM; 0.68% of 220,000 active; Tyrosine-protein kinase HCK (Homo sapiens), P08631; Recombinant Hck-YEEI plus Nef, Z-Lyte FRET kinase assay;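 active means Hck-Nef kinase inhibition above about 50%, limit read from the data; inactive means inhibition below that limit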;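 further: 0% = DMSO with Hck plus Nef and 100% = Hck alone without Nef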
Target sequence (P08631 whole entry, looked up): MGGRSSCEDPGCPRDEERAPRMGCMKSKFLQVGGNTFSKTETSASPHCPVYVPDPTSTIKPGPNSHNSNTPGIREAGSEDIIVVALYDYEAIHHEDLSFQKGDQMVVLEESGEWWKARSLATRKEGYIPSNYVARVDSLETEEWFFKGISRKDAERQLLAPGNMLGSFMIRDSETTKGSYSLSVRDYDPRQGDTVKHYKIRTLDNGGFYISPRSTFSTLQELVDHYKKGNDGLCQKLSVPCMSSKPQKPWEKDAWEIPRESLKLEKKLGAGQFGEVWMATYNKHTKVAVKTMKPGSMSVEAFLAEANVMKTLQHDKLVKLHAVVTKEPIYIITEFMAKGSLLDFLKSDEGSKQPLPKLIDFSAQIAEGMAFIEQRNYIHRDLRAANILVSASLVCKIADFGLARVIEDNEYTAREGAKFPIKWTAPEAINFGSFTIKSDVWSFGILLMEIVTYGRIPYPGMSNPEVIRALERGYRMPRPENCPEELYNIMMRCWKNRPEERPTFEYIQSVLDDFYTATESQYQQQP
The depositor's hits bear a star; . = no result given; [ ] = another dose, or the depositor's remark. The order is random; any-hit rate near 3.2%.

SMILES	14-3-3 Bad inh	NCF1 inh	zVAD death inh	EBV gp42 block	Tb hexokinase	Runt-SMMHC FRET	Runt-CBFb FRET	Mdm2 ligase inh	Hck-Nef inh
COc1ccc(C2=NN(CN3C(=O)C(=O)c4ccccc43)C(c3cccc([N+](=O)[O-])c3)C2)cc1 (centres undefined)	0	6	-0.3	5	-15	-5	0	7	14
O=C(O)c1ccc(Cl)c(S(=O)(=O)NCc2ccco2)c1	-8	-14	0.0	-15	3	0	0	-11	0
S=C(Nc1ccccc1Cl)N1CCCCCC1	-10	-15	-0.8	-12	-1	-1	5	-10	20
O=C1NC2(CCC3(CC2)OCCO3)NN1c1ccc(Cl)cc1	-12	-3	-1.3	-13	-3	-3	6	13	15
Oc1ccc(C2N=C(c3ccccc3)NC(c3ccccc3)=N2)cc1	-9	-6	0.1	-3	-4	2	1	-11	-1
O=C(NC1CCCCC1)C(c1ccccc1)N(C(=O)c1cccs1)c1ccc2c(c1)OCO2 (centres undefined)	15	-8	0.0	-4	6	2	0	-5	0
Cc1nc2ncnn2c(C)c1CCC(=O)NCc1ccccc1	2	7	-0.5	-1	6	1	0	-10	0
CCCOc1ccc(C2NC(=O)NC(c3ccccc3)=C2C(C)=O)cc1OCC (centres undefined)	1	-7	-0.1	-2	-9	-4	0	-15	1
CCC(CC)NCc1ccc2c(c1)c1ccccc1n2CC	23	5	15	0	8	-4	2	-7	14
O=C(N/N=C/c1cccc(OC(=O)c2ccco2)c1)c1ccc(F)cc1	12	-7	0.7	-1	-3	3	0	-11	5
COc1ccc(/C=N/n2c(C)cc(C)c(C(N)=O)c2=O)cc1	-9	-4	0.2	-9	-28	-2	-1	4	-4
CCC(=O)NCc1cc(-c2nn(C)c(=O)c3ccccc23)ccc1C	-2[fluorescence artefact?]	-2	0.5	6	-8	6	1	-10	-2

Another view of two compounds above.
O=C(O)c1ccc(Cl)c(S(=O)(=O)NCc2ccco2)c1
  14-3-3 Bad inh: -8	NCF1 inh: -14	zVAD death inh: 0.0	EBV gp42 block: -15	Tb hexokinase: 3	Runt-SMMHC FRET: 0	Runt-CBFb FRET: 0	Mdm2 ligase inh: -11	Hck-Nef inh: 0
S=C(Nc1ccccc1Cl)N1CCCCCC1
  14-3-3 Bad inh: -10	NCF1 inh: -15	zVAD death inh: -0.8	EBV gp42 block: -12	Tb hexokinase: -1	Runt-SMMHC FRET: -1	Runt-CBFb FRET: 5	Mdm2 ligase inh: -10	Hck-Nef inh: 20

Later entries.
SMILES	14-3-3 Bad inh	NCF1 inh	zVAD death inh	EBV gp42 block	Tb hexokinase	Runt-SMMHC FRET	Runt-CBFb FRET	Mdm2 ligase inh	Hck-Nef inh
Cc1nn(-c2ncc(C(F)(F)F)cc2Cl)c(=O)n1-c1cccc(Cl)c1	9	3	3.2	-19	20	-2	4	-21	-20
CCN1C(=O)C(CC(=O)Nc2ccccc2)N(Cc2ccccn2)C1=S (centres undefined)	-13	-13	0.0	5	2	2	2	-7	28
Cc1cc(OC(=O)N2CCOCC2)cc(C)c1Cl	6	-4	1.2	-1	-2	4	-1	7	0
Cc1ccc[n+](CC(=O)Nc2cccc([N+](=O)[O-])c2)c1	3	8	-1.4	-7	-10	2	0	1	18
CCOC(=O)C1CCN(C(=O)c2ccc(SC)cc2OC)CC1	15[fluorescence artefact?]	-3	0.1	-13	9	-1	-1	-7	17
Nc1cccnc1Oc1ccc(F)cc1F	-3	0	1.7	-2	-3	2	-2	-5	-8
COc1ccc(CCNC(=O)Cn2nnc(-c3cccs3)n2)cc1OC	.	0	0.3	-6	2	-1	2	-17	1
CCOc1ccc(OCC)c(S(=O)(=O)NNC(=O)c2c(C)nc3ccccn23)c1	-33[fluorescence artefact?]	3	1.1	-3	21	1	-2	7	4
CC(C)(C)N(Cc1ccccc1)C(=O)c1ccc2c(c1)OCCO2	-2	6	-0.3	-7	-1	6	-2	-23	1
CN(Cc1cc2cc(F)ccc2[nH]1)Cc1nc(-c2cnccn2)no1	-9	1	0.4	9	-11	2	-1	-19	7
Cc1ccc2c(CC(=O)N3CCN(S(=O)(=O)c4cccs4)CC3)coc2c1	7[fluorescence artefact?]	-10	-0.6	9	-10	-2	2	-16	16
COc1cccc(CN2CCN(c3nc4nonc4nc3N3CCCCC3)CC2=O)c1	-16	-5	-1.5	-15	-8	3	2	-1	-16
CSc1ccc(CN2C(=O)NC3(CCCCCC3)C2=O)cc1	-19	-11	21	-3	-1	-1	-1	-10	-12
Cc1ccc(-c2nnc(-c3ccc4c(c3)OCO4)o2)cc1	7	131*	2.8	-4	3	-7	-2	-24	0
C=CCN(C(=O)CSc1nc2[nH]ncc2c(=O)n1-c1ccccc1OC)c1ccccc1	-1	1	0.3	-16	4	2	.	-44	-2
COc1ccc(NC(=O)Nc2ccccc2SC)c(OC)c1	-8	-15	1.1	-6	-3	-2	1	1	-68
COc1ccccc1C1CCN(c2ccc(CO)cc2[N+](=O)[O-])CC1	-6	-7	0.6	-1	-2	2	-3	-6	1
NC1=NS(=O)(=O)NC1c1ccc(F)cc1 (centres undefined)	2	3	1.4	-18	-9	-1	2	-12	18
O=C(Cc1ccc(Cl)cc1)Nc1ccc(NC(=O)c2ccccc2)cc1	12	-9	1.1	4	0	4	2	-7	2
CCOc1ccc(S(=O)(=O)NCCC(=O)OCC(=O)N2CC(=O)Nc3ccccc32)cc1	-6	-5	3.0	-3	-1	0	0	-7	15
CNC(=S)N(C)c1ccccc1	-21	-15	3.8	-7	-6	-5	-2	-4	3
Cc1cccc(NC(=O)C2C(c3ccccc3)C2(Cl)Cl)c1C (centres undefined)	-4	-8	-0.2	-10	4	-1	-2	-15	-1
O=C1c2ccccc2-c2c1cccc2C(=O)N(CCO)CCO	-17[fluorescence artefact?]	-7	1.3	-18	-4	-1	75*	-4	-1
CC(CN1CCOCC1)OC(=O)c1ccc(Br)cc1 (centres undefined)	-12	-4	-0.9	-6	-3	-2	.	-2	0
COc1ccccc1C(=O)C1CCCN(C(=O)c2ccccn2)C1 (centres undefined)	1	-3	-0.4	1	-4	-4	0	-16	5
CCC1=C2CC[C@H]3C(=O)N(C)C(=O)[C@H]3[C@H]2[C@@]2(Cc3ccccc3)C(=NCCOC)OC(=O)N2C1=O	-3	-10	0.1	-8	-9	3	3	3	27
CNC(=S)N1CCN(C(=O)C2CCCO2)CC1 (centres undefined)	-2	9	-0.7	-8	4	1	-2	-1	2
N#Cc1nc(N)nc(N(c2ccccc2)c2ccccc2)n1	-3	5	-0.7	9	-5	0	-2	-12	0
CCOC(=O)c1c(-c2ccc(C)cc2)csc1NC(=O)C1CCCO1 (centres undefined)	-11[fluorescence artefact?]	-4	0.7	6	-4	-9	-7	4	4
CC(=O)Nc1cccc(NS(=O)(=O)c2cccc3nsnc23)c1	10[fluorescence artefact?]	-11	5.8	-7	-9	0	0	-9	-3
CCOc1ccc(C(=O)NCC(=O)OCC(=O)Nc2ccc(C)c(S(=O)(=O)N(C)C)c2)cc1	-8	-6	2.6	-1	0	2	-1	1	0
Cc1cc(=O)oc2cc(OC(=O)CCN3C(=O)c4ccccc4C3=O)ccc12	-1	-3	-0.1	6	-9	35	15	-18	18
CCn1c(CCC(=O)O)nc2cc(S(=O)(=O)N(C)C)ccc21	-4	-3	1.9	1	-5	3	-1	-5	21
CCC(C)n1c(S(=O)(=O)O)nc2ccccc21 (centres undefined)	57	-5	0.2	-21	1	-2	0	1	-1
c1ccc(Cn2c(-c3ccco3)nc3nc4ccccc4nc32)cc1	13[fluorescence artefact?]	-21	-0.1	-12	16	40	4	-8	5
COc1cc(/C=N/Nc2ccccn2)ccc1O	-8	-19	87*	-3	-67	0	4	-12	4
Cc1cc(C)c(NC(=O)CCCC(=O)O)c(Cl)c1	-18[fluorescence artefact?]	-12	0.1	-11	-13	2	0	-8	1
Cc1[nH]c2ccccc2c1SCC(=O)Nc1nccs1	-12	-5	1.0	2	1	-2	0	1	24
COc1ccc(N(CC2CO2)S(=O)(=O)c2ccccc2)cc1 (centres undefined)	-7	7	4.4	5	-3	2	-1	6	21
CC(C)Oc1ccc(C(=O)/C(=C\c2cccs2)c2nc3ccccc3o2)cc1	2	2	.	-2	-17	4	0	-5	-1

Ordered by count of non-hydrogen atoms (highest first): part of the list above
SMILES	14-3-3 Bad inh	NCF1 inh	zVAD death inh	EBV gp42 block	Tb hexokinase	Runt-SMMHC FRET	Runt-CBFb FRET	Mdm2 ligase inh	Hck-Nef inh
c1ccc(Cn2c(-c3ccco3)nc3nc4ccccc4nc32)cc1	13[fluorescence artefact?]	-21	-0.1	-12	16	40	4	-8	5
COc1ccc(N(CC2CO2)S(=O)(=O)c2ccccc2)cc1 (centres undefined)	-7	7	4.4	5	-3	2	-1	6	21
Cc1[nH]c2ccccc2c1SCC(=O)Nc1nccs1	-12	-5	1.0	2	1	-2	0	1	24
Cc1cc(C)c(NC(=O)CCCC(=O)O)c(Cl)c1	-18[fluorescence artefact?]	-12	0.1	-11	-13	2	0	-8	1

Assay outcomes: PubChem, several laboratories
